# Screening data as filed in PubChem BioAssay.
# Hep lipid drop: modulators of hepatic lipid droplet formation | AML12 mouse hepatocytes, oleate lipid droplets, BODIPY imaging | inhibition, % at 6.5 µM | 240,000 compounds, 0.4% hits | AID 1656;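 active means lipid droplet intensity inhibited by at least 50%, with more than 500 cells counted; inconclusive means wells with under 300 cells, treated as cytotoxic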
#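 Material – AML12 mouse liver cells · Also added – oleate loading, 100 µM · Compound dosing – 6.5 µM single-point dosing · Times – overnight treatment with compound plus oleate · Measured by – fluorescence imaging, 20x objective, two fields per well · Read-out – percent inhibition of filter-corrected integrated lipid droplet intensity per well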
# Insulin prom up: MIN6 insulin promoter up-regulation | MIN6 insulin promoter-GFP reporter, high-content imaging; active compounds read high | 190,000 compounds, 0.3% hits | z-score at 5 µM;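 active means z-score above 3 at 5 µM with at least 500 cells counted in the well; inconclusive means wells under 500 cells, flagged as cytotoxic or low count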
# PMI inhibitors: MPI enzyme activity inhibition – biochemical, fluorescence intensity, coupled assay, primary screen (AID 1209). 190,000 compounds, 0.42% hits. purified PMI enzyme, coupled fluorescence intensity; higher % means a stronger effect. one-dose inhibition, % at 20 µM; IC50 in µM for titrated hits; in the data active means inhibition above about 50%;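 further: plate controls were DMSO vehicle for no effect and wells lacking substrate for full effect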
# Myeloid diff 2: compounds promoting myeloid differentiation | ER-HoxA9 myeloid progenitors, lysozyme-GFP differentiation, flow cytometry | calls only at 10 µM | 360,000 compounds, 1% hits;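 active means normalized GFP-positive differentiation at or above the plate's own cutoff, the solvent-only control mean plus 3 SD; inconclusive means no clear call, values can overlap the other calls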;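 further: cells exposed to compound for four days before flow analysis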
# b-catenin transl: beta-catenin nuclear translocation modulation; HeLa beta-catenin nuclear translocation, immunofluorescence imaging; nuclear translocation activity, % at 5 µM; 190,000 compounds, 0.3% hits; AID 1665;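 active means nuclear translocation activity above 50% at 5 µM, with a well cell count of 50 or more; inconclusive means wells under 50 cells across six images, flagged as toxic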;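 further: per-cell ratio of nuclear to cytoplasmic median beta-catenin stain intensity; plate controls were DMSO negative control for no effect and GSK-3 inhibitor IX positive control for full effect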
#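 Read-out: Nuclear/cytoplasmic beta-catenin signal ratio, % activation | Assay system: Human HeLa cell line | Times: 24 h compound exposure at 37°C, 5% CO2 | Signal: Fluorescence imaging of beta-catenin antibody stain plus DAPI | Dosing: 5 µM primary, 0.02–20 µM confirmation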
# Dynein cargo inh: blocks dynein driven cargo transport along microtubules | 3617.4 mouse cells, GR-EGFP nuclear translocation imaging; test concentration mostly 20 µM; stimulated with dexamethasone, 1 µM; active compounds read low | 220,000 compounds, 0.47% hits | z-score, hits read low | AID 1381;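 active means plate z-score of nuclear minus cytoplasmic receptor signal below a set negative limit, without overly bright fluorescence or cell loss, cut at about -3.5 in these data, passing the limit was not always enough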;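 further: z-score of nuclear minus cytoplasmic ring GR-EGFP intensity difference per well; some compounds called inactive have numbers as strong as hits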
#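 Buffer or medium: tet-free, stripped-serum medium; Also added: dexamethasone, 1.0 µM final; Technique: high-content fluorescence imaging after fixation; Times: 48 h induction, 1 h compound, 30 min dex at 37 °C; Read-out: per-cell GR-EGFP intensity, nucleus versus surrounding cytoplasmic ring, well-averaged.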
# TNAP activators: stimulation of alkaline phosphatase TNAP activity – biochemical, luminescent, no phosphate acceptor, uHTS, primary screen (AID 1001); one-dose activation fold at 20 µM; EC50 in µM for titrated hits; 200,000 compounds, 0.03% hits; purified TNAP, luminescent activation assay, no phosphate acceptor; higher activation fold means a stronger effect; in the data active means activation fold from about 3, or a potency from the dose series; inactive means the rest, 99 in 100 with activation fold below about 1.6; further: many of its hits are not listed in these tables
# T cell modulator: T cell immune modulation candidate | 2C CD8+ T cell-vesicle binding, flow cytometry; active compounds read low | calls only at 7 µM | 330,000 compounds, 0.068% hits | AID 2052;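 active means response, share of CD8 T cells binding vesicles, and their 90th percentile fluorescence all below set limits, cut at about 80% in these data, passing the limit was not always enough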
#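 Test system: purified 2C TCR transgenic mouse naive CD8+ T cells. Probe or stimulus: QL9-peptide-loaded Drosophila micro-vesicles bearing Ld, ICAM-1 and B7-1. Incubation: binding step 1.5 h, 37 °C, antibody labelling 20 min, ice. Measured by: flow cytometry of vesicle-bound cells.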
# MT stabilizer: stabilizes microtubules in HeLa cells | HeLa tubulin immunostaining HCS, 24 h; share of cells brighter than vehicle mean+2SD | % tubulin-high responders, % at 10 µM | 200,000 compounds, 0.83% hits;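 active means plate Z-score above 3 for both tubulin-high and condensed-nucleus cell shares, with cell loss under 80%, at 10 µM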;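 further: anti alpha tubulin signal scored within the nucleus-defined area of each cell; some results filed as inactive read as strong as hits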
# Dynein cargo inh cytoplasmic EGFP: also measured in Dynein cargo inh; calls as there; z-score; measured here: cytoplasmic GR-EGFP intensity; active compounds read high
# Dynein cargo inh nuclear GR-EGFP: also measured in Dynein cargo inh; calls as there; z-score; measured here: nuclear GR-EGFP intensity;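 lower value marks the stronger effect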
# Dynein cargo inh cell count: further read-out of Dynein cargo inh, marked with its call; z-score; measured here: cell count per field
# Insulin prom up cell count: recorded beside Insulin prom up, whose call it bears; cell count; measured here: cytotoxicity, nuclei count;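 total cells summed across four imaged fields per well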
# Hep lipid drop cells 6.5 µM: recorded beside Hep lipid drop, whose call it bears; cell count; measured here: cell count, cytotoxicity flag;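 cells counted across two imaged fields per well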
# b-catenin transl cell count 5 µM: further read-out of b-catenin transl, marked with its call; cell count; measured here: cell count, cytotoxicity flag
# T cell modulator vesicle-bound %: second read-out of T cell modulator, no call of its own (marks repeat the call); double positive events, %; measured here: CD8+ vesicle-bound cell fraction;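 binding gate set so that unloaded-vesicle control wells show 10% double positive cells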
# MT stabilizer Hoechst-high %: further read-out of MT stabilizer, marked with its call; % Hoechst-high responders; measured here: nuclear condensation Hoechst responders;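 share of cells brighter than vehicle mean plus two SD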
# MT stabilizer cytotoxicity %: further read-out of MT stabilizer, marked with its call; toxicity, %; measured here: cytotoxicity by cell density;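 0% = mean cell density of plate MIN control wells and 100% = no cells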
# Myeloid diff 2 GFP+ MAC1+ %: second read-out of Myeloid diff 2, no call of its own (marks repeat the call); GFP+ MAC1+ double positive, %; measured here: differentiation confirmed by MAC1 staining
# The depositor's hits bear a star; i = inactive; ? = inconclusive; · = no result given; + = active, no number; & = joins results of further samples.
# Under each structure: T cell modulator vesicle-bound %, Myeloid diff 2, Dynein cargo inh nuclear GR-EGFP, Insulin prom up cell count, T cell modulator, TNAP activators, PMI inhibitors, Insulin prom up, b-catenin transl, Dynein cargo inh cell count, Dynein cargo inh cytoplasmic EGFP, Dynein cargo inh, Myeloid diff 2 GFP+ MAC1+ %, MT stabilizer, Hep lipid drop, Hep lipid drop cells 6.5 µM, b-catenin transl cell count 5 µM, MT stabilizer Hoechst-high %, MT stabilizer cytotoxicity %
CCC1(C)Cc2c(sc3nc(SC)[nH]c(=O)c23)CO1 (stereo not drawn)
  32, i, -0.61, 1393, i, ·, ·, 0.05, -0.2, 0.35, 0.063, -1.4, 0.5, ·, 2, 734, 1285, ·, ·
Cc1c(C(=O)NCC2COc3ccccc3O2)oc2ccc(S(=O)(=O)N3CCOCC3)cc12 (stereo not drawn)
  20, i, 0.54, 566, i, 1, 15%, -1.6, -1.0, 0.42, -0.25, 0.64, 0.8, 3.3, 9, 637, 1085, 1.4, 9.7
Cc1nn(C(C)C(=O)O)c(=O)c2ccccc12 (stereo not drawn)
  25, i, 1.6, ·, i, 1.1, -50%, ·, 4.3, -1.3, -0.09, 2.2, 0.1, 1.8, -44, 731, 995, 2.5, 8.9
O=C(CN1CCCC1)OCCCC1CCCCC1
  65, i, -0.027, 937, i, ·, ·, -0.61, -0.8, 0.45, -0.26, 0.067, 0.3, ·, -11, 640, 1234, ·, ·
COc1cc(NC(=O)c2noc3c2CCC3)c(OC)cc1Cl
  3, i, 0.44, 1187, i, 1, 16%, 2.1, ·, 0.29, -0.19, 0.029, 0.3, 1.6, -16, 728, ·, 2.2, 9.5
COc1ccc(F)cc1S(=O)(=O)N1CCCC(C)C1 (stereo not drawn)
  35, i, 0.068, 1006, i, 1, -4%, -0.8, 0.2, 0.009, -0.26, -0.12, 5.2, 2.0, -17, 751, 1207, 1.2, 6.3
O=C(NCCc1c[nH]c2ccccc12)C(=O)NCC1OCCCN1S(=O)(=O)c1ccc(F)cc1 (stereo not drawn)
  24, i, -0.51, 1329, i, 1.1, 4%, 0.51, -1.1, 0.66, -0.34, -0.37, 0.4, 1.9, -16, 626, 524, 3.4, 8.6
COC(=O)c1ccccc1S(=O)(=O)Nc1ccc(OC)nc1
  42, i, 0.27, 899, i, 0.8, -1%, -0.62, -6.5, 0.063, -0.31, 0.22, 0.2, 4.7, 3, 746, 1213, 4.4, 6.3
Cc1cc(C)cc(NC2=NC3(CCCCC3)N=C(N)N2)c1
  52, i, -0.16, 1050, i, 1.9, 12%, 0.17, 8.9, 0.78, -0.15, -0.43, 1.0, 47*, ·, ·, 1045, 23*, 64*
COc1ccccc1N1CCN(/N=C\C(Br)=C\c2ccccc2)CC1
  44, i, 0.19, 861, i, 1, 0%, 2.6, 0.2, -0.55, -0.24, -0.13, 0.0, 2.1, 0, 746, 1256, 2.2, 3.0
COc1ccc(NC(=O)CC#N)cc1OC
  42, i, -0.94, 1586, i, 1, 8%, -0.2, 0.0, 0.74, -0.23, -0.62, 0.9, 3.0, ·, ·, 1409, 2.2, 3.5
CC1CCN(C(=S)c2cn(Cc3ccccc3F)c3ccccc23)CC1
  38, i, 0.024, 1085, i, 1, 13%, 0.31, -2.9, -1, -0.16, 0.83, 1.7, 1.4, ·, ·, 832, 1.1, 5.4
CCc1ccc(CN2CCC(CO)(CC3CCCCO3)CC2)o1 (stereo not drawn)
  36, i, -0.43, 1398, i, 1.1, -8%, -0.04, 2.7, 0.1, -0.18, -0.78, 0.9, 2.4, -9, 771, 1008, 1.7, 6.7
COc1ccc(CN(Cc2ccccn2)S(=O)(=O)c2ccc(-n3cnnn3)cc2)cc1
  28, i, 0.08, ·, i, 1, 13%, ·, -2.7, -0.17, -0.21, -0.18, 0.7, 2.4, -3, 739, 1241, 2.5, 15
COc1ccccc1CN1C[C@@H]2C[C@@H](c3ccc4nsnc4c3)N3CCC[C@@]23C1=O
  46, i, -0.62, 1330, i, 1, 0%, -0.82, -2.6, 0.81, -0.034, -1.5, 0.1, 2.4, -9, 645, 1130, 2.1, 5.5
O=C(CCn1c2c(c3ccccc31)CCCC2)NNC(=O)c1ccc([N+](=O)[O-])cc1
  33, i, 0.34, 1443, i, 1.6, 23%, 0.01, -0.9, -0.26, -0.18, 0.77, 0.5, 6.3, -4, 619, 1120, 2.6, 9.7
CC1(C)C(=O)OC(C(=O)c2ccccc2)C2(CCCCC2)C1=O (stereo not drawn)
  28, i, -0.76, 1214, i, 1.1, 3%, -0.2, 0.1, 0.81, 0.5, -0.92, 0.3, 1.6, -18, 573, 501, 2.6, 6.1
COc1cc(C2C(C#N)=C(N)Oc3cc(N(C)C)ccc32)cc2c1OCO2 (stereo not drawn)
  5, ?, -0.25, 832, i, 1.1, 15%, -0.36, 80*, 0.21, -0.26, -0.76, ·, 14*, ·, ·, 690*, 55*, 36*
CN1CCN(C(=O)C2=C[C@@H](c3csc4ccccc34)C[C@@H](OCCCCO)O2)CC1
  35, i, 0.85, 1419, i, 1, 10%, 0.33, 1.5, -1.1, -0.23, 0.69, 1.8, 1.4, -1, 694, 1063, 1.7, 5.2
CN(C)/C=C/C(=O)c1ccc(Cl)cc1
  61, i, -0.33, 1514, i, 1.1, 1%, 0.02, 0.1, -0.037, -0.12, 0.025, 1.0, 1.0, ·, ·, 1307, 2.0, 8.6
Cc1ccc(S(=O)(=O)c2cc3ccccc3oc2=Nc2ccc3c(c2)OCO3)cc1
  26, i, 0.95, 781, i, 1, 12%, -2.3, -1.2, -1.7, -0.041, 1.6, 0.8, 3.6, ·, ·, 1442, 2.9, 4.7
C=CCSc1nc(C)c(CCC(C)C)c(=O)[nH]1
  54, i, 1.4, 1429, i, 1, 8%, -0.18, 3.0, -1.3, -0.13, 3, 1.0, 4.0, 8, 708, 1056, 2.4, 3.1
O=C(NC12CC3CC(CC(C3)C1)C2)c1ccc(S(=O)(=O)N2CCOCC2)cc1
  43, i, 0.75, 1492, i, 1, -6%, 0, -3.1, -0.67, 0.0099, 0.91, 0.3, 6.3, ·, ·, 1413, 2.2, 7.9
CCOC(=O)COn1c(=O)c(=O)n(O)c2ccccc21
  55, i, 0.028, 1348, i, 1.1, 13%, 0.19, -0.6, 0.73, -0.22, -0.59, 1.2, 2.4, ·, ·, 1145, 2.2, 1.2
COc1ccc(CCN(/C=C2\Sc3ccccc3C2=O)C(C)=O)cc1OC
  38, +, 0.42, 1454, i, ·, ·, 0.44, 2.7, 0.066, 0.37, 0.57, 1.6*, ·, -6, 717, 1118, ·, ·
CCOc1ccccc1OCC(=O)NCCc1ccc(S(N)(=O)=O)cc1
  21, i, -0.052, 1741, i, 1, -1%, -0.66, -1.1, 0.1, -0.23, 0.65, 0.6, 1.9, 18, 665, 1089, 1.9, 3.9
CCOC(=O)C1=C(C)NC(C)=C(C(=O)OCC)C1c1ccccn1
  48, i, 0.71, 946, i, 1.1, -12%, -0.09, 1.3, -1.4, -0.17, 1.9, 0.5&0.7, 2.6, ·, ·, 1145, 1.2, 7.5
N/C(=N\OC(=O)COc1ccc(Cl)cc1Br)c1ccncc1
  ·, i, -0.18, 1610, ·, 1.1, 8%, 0.29, -1.9, 0.24, -0.32, -0.66, 1.2, 1.5, 14, 653, 935, 1.1, 3.5
Cc1ccc(-c2cc(C(=O)NCCc3ccc(S(N)(=O)=O)cc3)c3ccccc3n2)cc1
  54, i, 1.2, 1423, i, 1.1, 13%, -0.16, 0.3, -0.58, -0.23, 1.4, 0.1, 7.6, -16, 630, 1485, 2.1, 9.8
COc1ccccc1NC(=O)CCn1cccc1
  21, i, -0.84, 787, i, 1.1, -9%, 0.57, 0.4, 1.2, 0.0011, -2.1, 0.9, 0.9, -5, 677, 1138, 1.3, 10
COc1ccc(-c2cc3nc(C)cc(N)n3n2)cc1
  23, i, -1.1, 1549, i, 1.1, -1%, -0.09, -2.0, -0.12, -0.18, -0.83, 0.7, 3.6, ·, ·, 1346, 2.1, 10.0
COCCNS(=O)(=O)c1cc(OC)c(Cl)cc1Cl
  ·, ·, -0.48, 1308, ·, 1.1, 16%, -0.82, -1.2, 0.64, -0.28, -1, ·, 2.9, -2, 731, 1119, 1.6, 8.9
COc1ccccc1NS(=O)(=O)c1cccc(C(=O)OCc2nc3ccccc3s2)c1
  5, i, -0.64, 1364, i, 1.2, 18%, 0.1, 1.0, 0.57, -0.33, -0.35, 0.1, 1.8, -2, 654, 970, 4.2, 8.1
CC(C)(C)C(=O)N1CCN(c2ncccc2C(F)(F)F)CC1
  32, i, 0.32, 1418, i, ·, ·, -0.63, -1.4, 0.39, 0.63, 0.35, 0.5, ·, 8, 656, 1097, ·, ·
Cc1[nH]c2ccccc2c1C(=O)CN1CCSCC1
  30, i, 0.063, ·, i, 1, -1%, ·, -1.2, 0.08, -0.09, -0.44, 0.7, 4.5, ·, ·, 918, 2.4, 8.1

# Rows are unselected. Share with any hit: about 3%.
